NCOA2 inhibitor: human SRC2 (NCOA2) inhibition; Q15596; HEK293 GAL4-SRC2 luciferase reporter, luminescence; inhibition, % at 9 µM; actives 0.17% (n = 370,000);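 active means inhibition above the mean inhibition of all tested compounds plus 3 SD, set per campaign, cut at about 52% in these data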;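 further: 0% = DMSO treated cells and 100% = cells given Gossypol at 36 µM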
TWEAK-Fn14 inh: inhibitors of TWEAK-Fn14 interaction signaling | TWEAK-stimulated Fn14 reporter cells, luciferase luminescence, 8 h | inhibition, % at 10 µM | actives 2% (n = 360,000) | AID 1159606; in the data active means inhibition above about 50%
SRC1 inh: inhibitors of human steroid receptor coactivator 1 (SRC1); Q15788; HEK293 GAL4-SRC1 luciferase reporter, luminescence; inhibition, % at 3.6 µM; actives 0.12% (n = 360,000);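 active means inhibition above the campaign mean plus 3 SD, with each screening campaign given its own cutoff, cut at about 60% in these data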;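 further: 0% = DMSO treated cells and 100% = gossypol at 36 µM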
CF NFkB block: blocks PAF-induced NF-kB reporter in cystic fibrosis cells. AID 588850. KKLEB NF-kB-GFP reporter, GFP fluorescence overnight. inhibition, % at 5 µM. actives 0.86% (n = 360,000);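 active means at least 50% inhibition at 5 µM, scaled per plate between neutral and stimulator controls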;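 further: PAF is a Pseudomonas aeruginosa culture filtrate used as stimulus; plate controls were PAF-stimulated DMSO wells for no effect and unstimulated DMSO wells for full effect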
NCOA3 inh: inhibitors of human steroid receptor coactivator 3 (SRC3); inhibition, % at 3.6 µM; Q9Y6Q9; actives 0.17% (n = 360,000); AID 588352; HEK293 GAL4-SRC3 luciferase reporter, luminescence;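 active means inhibition above a per-campaign cutoff, the mean of all compounds plus 3 SD, cut at about 60% in these data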;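 further: 0% = DMSO-treated cells and 100% = gossypol-treated cells at 36 µM; higher means less SRC3-driven luciferase light from the GAL4 reporter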
TROY NFkB inh: inhibitors of TROY-dependent NF-kB signaling; Q293 LMP1-TROYcd NF-kB luciferase reporter, 4 h; inhibition, % at 10 µM; actives 0.98% (n = 360,000); AID 1347056;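 active means compounds whose plate-normalised and pattern-corrected inhibition of the luciferase reporter signal at the single screening dose is 50% or more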
KKLEB tox: counter-screen for CF NF-kB inhibitors: cytotoxicity | AID 602141 | actives 0.36% (n = 360,000) | KKLEB CF airway cells viability, ATPlite luminescence, overnight; hits give low values; cells stimulated with P. aeruginosa culture filtrate | activity change (cytotoxicity), % at 5 µM;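 active means corrected activity change at or below -50% at 5 µM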
COUP-TFII inh: NR2F2 (human) inhibition, primary screen; actives 0.7% (n = 370,000); P24468; HEK293T NGFI-A luciferase reporter, luminescence; inhibition, % at 8.6 µM;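 active means inhibition above a per-plate cutoff, mean inhibition of test wells between control levels plus 3 SD, cut at about 38% in these data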;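 further: cells cotransfected with COUP-TFII expression vector driving the NGFI-A reporter; 0% = median of COUP-TF2 test wells and 100% = reporter-only cells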
NR5A2 inv ag: inverse agonists of human LRH-1 (NR5A2); O00482; HEK293T StAR-luciferase reporter, LRH-1 transfected, 24 h; inhibition, % at 3.6 µM; actives 0.13% (n = 360,000);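 active means inhibition above the mean inhibition of all tested compounds plus 3 SD, cut at about 73% in these data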;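 further: 0% = DMSO wells and 100% = reporter-only cells lacking LRH-1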
LMP1 NFkB inh: Epstein-Barr LMP1 NF-kappaB reporter inhibition; inhibition, % at 12.5 µM; AID 504558; LMP1-induced NF-kappaB luciferase reporter cells, luminescence; actives 0.69% (n = 350,000); in the data active means inhibition above about 41%;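 further: 0% = neutral control wells and 100% = reference inhibitor control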
TRAIL sens C8: caspase-8 TRAIL sensitization; actives 1% (n = 360,000); AID 624354; inhibition (viability loss, TRAIL sensitization), % at 10 µM; NB7+C8 cells + TRAIL, ATPlite viability luminescence;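 active means compounds causing at least 50% loss of cell viability in the single-dose screen, relative to plate controls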
Numbers without * were called inactive.

No.	structure	NCOA2 inhibitor	TWEAK-Fn14 inh	SRC1 inh	CF NFkB block	NCOA3 inh	TROY NFkB inh
1	Cc1ncoc1C(=O)N1CCCC(CCC(=O)NCc2ccccc2F)C1 (configuration not stated)	18	18	-35	-3	16	0
2	COc1ccc(/C=C(\NC(=O)c2ccco2)C(=O)N2CCCCC2)cc1	11	-26	-12	11	0	-10
3	Cc1ccc(C)c(OCC(=O)NCC(c2ccco2)N2CCCCC2)c1 (configuration not stated)	15	-9	4	13	4	-1
4	CCOC(=O)c1sc(NC(=O)c2ccco2)nc1-c1ccccc1	8	16	-17	-42	3	6
5	Cc1nnc2ccc(-c3cccc(NS(=O)(=O)c4ccccc4Cl)c3)nn12	-30	7	-23	-56	-5	-7
6	CCCCN(C(=O)Cn1nnc2ccccc21)C(C(=O)NCCOC)c1ccc(OC)cc1 (configuration not stated)	-15	-4	7	6	23	-15
7	Clc1ccc(/C=N/Nc2ccccn2)cc1	-33	-43	-60	-16	-31	-51
8	CCOC(=O)C1CCCN(C(=O)c2cc3ccc(OC)cc3[nH]2)C1 (configuration not stated)	0	4	-3	-4	-2	-11
9	O=C(O)c1ccccc1S(=O)(=O)NCC(O)COC1CCCCC1 (configuration not stated)	10	-1	0	12	2	2
10	COc1ccc(/C=N/OCC(=O)Nn2c(C)nc3ccccc3c2=O)cc1	-4	-9	2	0	16	-24
11	COc1ccc(CN2CCC(n3nccc3NC(=O)c3ccc4c(c3)OCO4)CC2)cc1C	-1	12	1	6	-18	-8
12	CN1CCN(S(=O)(=O)c2ccc3[nH]cc(C(=O)O)c(=O)c3c2)CC1	5	-29	-59	-1	10	7

No.	KKLEB tox	COUP-TFII inh	NR5A2 inv ag	LMP1 NFkB inh	TRAIL sens C8
1	9	11	3	2	-6
2	1	7	6	2	-9
3	-22	16	-12	7	1
4	-5	7	0	5	-14
5	-5	-53	19	27	37
6	6	1	0	4	-3
7	5	-42	-77	-8	14
8	12	2	8	3	4
9	-3	1	-10	-6	-11
10	-4	-1	-11	9	-15
11	0	6	-4	3	-8
12	0	8	-18	3	-12

(continued)
No.	structure	NCOA2 inhibitor	TWEAK-Fn14 inh	SRC1 inh	CF NFkB block	NCOA3 inh	TROY NFkB inh
13	CCOc1ccc(N=Nc2c(=O)[nH]n3c(C)cc(C)nc23)cc1	-9	1	-3	-1	-9	-17
14	CC(C)c1ccc(NC2CCCN(C(=O)CCN3CCCC3=O)C2)cc1 (configuration not stated)	-3	11	-19	-3	3	7
15	O=C(Nc1c(C(=O)N2CCN(c3ccccn3)CC2)oc2ccccc12)c1ccc([N+](=O)[O-])cc1	8	-14	-17	-1	6	-10
16	FC(F)(F)c1nc2nncn2c2c1CCCCC2	-1	-5	-2	-8	18	7
17	Oc1ccc(Nc2nc(-c3ccccc3F)nc3ccccc23)cc1	13	-5	17	6	5	13
18	COc1ccccc1N1CCN(c2cc(=O)n(-c3ccc(Br)cc3)c(=O)[nH]2)CC1	-9	1	-1	-13	8	-6
19	CC1CCc2c(C(=O)NCCN3CCOCC3)csc2C1 (configuration not stated)	0	7	-1	24	13	-9
20	Cc1ccc(NC(=O)CN(C)S(=O)(=O)c2cccs2)cc1C	-19	2	-24	-28	-17	-15
21	COc1ccc(-c2c(C(F)(F)F)oc3c(CN4CCN(C)CC4)c(O)ccc3c2=O)cc1	8	8	-3	12	18	24
22	CCCn1c2ccccc2c2nnc(SCC(=O)OCC)nc21	-11	3	-4	-19	23	-14
23	COc1cc(CN2CC(=O)N(c3ccc(C)c(Cl)c3)C2=S)cc(OC)c1OC	-16	-40	-3	-7	-19	-6
24	O=C(CCSCc1ccc(Cl)cc1)NCc1cccnc1	-6	1	1	14	18	6

No.	KKLEB tox	COUP-TFII inh	NR5A2 inv ag	LMP1 NFkB inh	TRAIL sens C8
13	8	11	5	-8	-3
14	11	0	-8	7	-8
15	-6	-12	1	7	18
16	0	-9	17	-6	-16
17	1	1	26	2	-3
18	1	7	-2	12	-6
19	-6	-27	1	-17	-3
20	7	-2	-32	-5	-1
21	-28	2	19	-4	5
22	7	3	-4	2	-7
23	2	13	10	-4	5
24	12	-19	-4	2	-11

Later entries
No.	structure	NCOA2 inhibitor	TWEAK-Fn14 inh	SRC1 inh	CF NFkB block	NCOA3 inh	TROY NFkB inh
25	C=CCN(c1ccccc1)S(=O)(=O)c1ccc2c(c1)N(C(C)=O)CCO2	4	0	2	-17	-1	-23
26	COc1ccc(NC(=O)C(OC(=O)Cn2cnc3c2c(=O)n(C)c(=O)n3C)c2ccccc2)cc1Cl (configuration not stated)	6	-27	-21	11	8	-18
27	CCOc1ccc(NC(=O)Nc2cccc(C(=O)O)c2)cc1	-38	23	-92	-15	-63	-53
28	COc1cc(OC)cc(C(=O)OCc2cc3ccccc3[nH]c2=O)c1	11	-32	-4	34	6	-23
29	CCCC(=O)Nc1ccc(NC(=O)C23CC4CC(CC(C4)C2)C3)cn1	-12	-17	-32	-2	-12	-16
30	COc1cccc(OCC(=O)NNC(=O)c2ccc3ccccc3c2)c1	2	-6	2	1	3	-8
31	Cc1ccccc1NC(=O)c1ccc2snnc2c1	10	6	5	-47	2	-2
32	Cc1ccc2nc(C)c(C(=O)N/N=C/c3cccc([N+](=O)[O-])c3)cc2c1	-13	-10	0	8	2	-4
33	COc1cc(OC)cc(C(=O)NC2=NCCS2)c1	-11	-3	-17	3	0	-12
34	COc1ccc(-c2nc(CS(=O)(=O)CC(=O)NCc3cccc(F)c3)c(C)o2)cc1	3	-9	7	-7	17	7
35	CC(C)(C)C(=O)NC(c1ccccc1)c1c(O)ccc2ccccc12 (configuration not stated)	-14	16	7	-4	3	16
36	Nc1nc(=S)[nH]c2c1C1(CCCCC1)Cc1ccccc1-2	5	28	-13	-26	3	14

No.	KKLEB tox	COUP-TFII inh	NR5A2 inv ag	LMP1 NFkB inh	TRAIL sens C8
25	2	-8	10	-8	6
26	-10	2	-29	-4	-8
27	-1	-23	-221	81*	83*
28	-22	4	-17	-7	11
29	-2	-3	-33	-11	16
30	2	6	2	-2	-10
31	10	23	-13	4	-4
32	11	-25	6	4	-4
33	-1	-20	-10	-1	11
34	2	1	3	-3	8
35	6	-11	-9	-14	11
36	9	-6	3	-13	-13

(continued)
No.	structure	NCOA2 inhibitor	TWEAK-Fn14 inh	SRC1 inh	CF NFkB block	NCOA3 inh	TROY NFkB inh
37	O=C(O)c1ccc(Cl)c(N2C(=O)Nc3ccccc3N2O)c1	-17	-12	0	-14	8	9
38	Cc1ccc2[nH]c(=O)c(CN3CCCCC3)c(-c3ccccc3)c2c1	-21	-3	-15	-24	5	-6
39	O=C1NC(=O)/C(=C/c2cc3c(cc2Br)OCO3)S1	-8	1	-3	-22	7	-15
40	Cc1ccc2cc(CN(CC3CCCO3)C(=S)NCc3ccco3)c(=O)[nH]c2c1C (configuration not stated)	5	25	-28	1	-42	2
41	COC(=O)c1sccc1NC(=S)N1CCN(c2cc(C)ccc2C)CC1	-17	-16	3	5	24	5
42	Cc1ccc(S(=O)(=O)NCC(=O)N(CCc2ccccc2)CC(=O)NCc2ccco2)cc1	-9	15	-23	4	-35	-2
43	N/C(=N\OC(=O)c1cccc(Br)c1)c1ccccn1	-2	86*	-49	-7	-47	66*
44	CCOC(=O)CSc1nc(NC#N)nc(N(CC)CC)n1	-42	-18	11	7	5	17
45	CN(C)c1ccc(/C=N/NC(=O)CCCO)cc1	-11	-14	-8	-14	-34	35
46	CC1CCN(C2CC(=O)N(c3ccc(Br)cc3Br)C2=O)CC1 (configuration not stated)	-5	-9	6	3	12	0

No.	KKLEB tox	COUP-TFII inh	NR5A2 inv ag	LMP1 NFkB inh	TRAIL sens C8
37	9	-3	-2	-11	2
38	12	12	-2	-11	-6
39	-6	-6	9	6	-9
40	-5	24	-7	18	7
41	-10	-4	3	13	4
42	-3	4	12	-7	-7
43	-13	2	-58	45*	77*
44	-5	14	-6	1	-3
45	8	-6	-21	-25	-8
46	-13	-16	16	-6	11

Entries listed so far with an NH in an aromatic ring:
No.	structure	NCOA2 inhibitor	TWEAK-Fn14 inh	SRC1 inh	CF NFkB block	NCOA3 inh	TROY NFkB inh
8	CCOC(=O)C1CCCN(C(=O)c2cc3ccc(OC)cc3[nH]2)C1 (configuration not stated)	0	4	-3	-4	-2	-11
12	CN1CCN(S(=O)(=O)c2ccc3[nH]cc(C(=O)O)c(=O)c3c2)CC1	5	-29	-59	-1	10	7
13	CCOc1ccc(N=Nc2c(=O)[nH]n3c(C)cc(C)nc23)cc1	-9	1	-3	-1	-9	-17
18	COc1ccccc1N1CCN(c2cc(=O)n(-c3ccc(Br)cc3)c(=O)[nH]2)CC1	-9	1	-1	-13	8	-6
28	COc1cc(OC)cc(C(=O)OCc2cc3ccccc3[nH]c2=O)c1	11	-32	-4	34	6	-23
36	Nc1nc(=S)[nH]c2c1C1(CCCCC1)Cc1ccccc1-2	5	28	-13	-26	3	14
38	Cc1ccc2[nH]c(=O)c(CN3CCCCC3)c(-c3ccccc3)c2c1	-21	-3	-15	-24	5	-6
40	Cc1ccc2cc(CN(CC3CCCO3)C(=S)NCc3ccco3)c(=O)[nH]c2c1C (configuration not stated)	5	25	-28	1	-42	2

No.	KKLEB tox	COUP-TFII inh	NR5A2 inv ag	LMP1 NFkB inh	TRAIL sens C8
8	12	2	8	3	4
12	0	8	-18	3	-12
13	8	11	5	-8	-3
18	1	7	-2	12	-6
28	-22	4	-17	-7	11
36	9	-6	3	-13	-13
38	12	12	-2	-11	-6
40	-5	24	-7	18	7
